P. falciparum M1AAP – P. falciparum M1AAP inhibitors, biochemical, fluorogenic H-Leu-NHMec substrate, 1536-well (AID 1445); one-dose inhibition, % at 30 µM; IC50 in µM for titrated hits; actives 0.42% (n = 220,000); recombinant M1AAP, H-Leu-NHMec fluorogenic kinetic assay; higher % means a stronger effect;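 active = primary inhibition above the hit cutoff, then over 50% inhibition at one or more dose response concentrations, cut at about 23% in these data, passing the limit was not always enough; inconclusive = conflicting primary data, or primary hits not chosen for dose response; inactive = low primary inhibition, or under 50% at every dose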;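 also: plate controls were DMSO full reaction for no effect and no enzyme background for full effect; strong numbers were not always called active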
ER stress rescue – rescue of cells from ER stress-induced death, primary screen, 384-well, CSM14.1, thapsigargin, ATP luminescence (AID 1222); CSM14.1 thapsigargin-induced death rescue, ATP luminescence; higher % means a stronger effect; 190,000 tested, under 10 active; cellular ATP content (survival), % at 20 µM; hits with a dose series show EC50 in µM;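 active = EC50 below 50 µM in the dose-response confirmation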;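 also: death triggered by thapsigargin at about 15 µM added after 2 h compound pretreatment; cell ATP read after overnight thapsigargin exposure of roughly 18 to 22 hours; normalized against plate controls of thapsigargin alone and 5% DMSO vehicle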
K1F lysis inhibition – inhibition of K1F phage lysis, E. coli UTI89, bacterial capsule biogenesis inhibitors, alamar blue (AID 488966); E. coli UTI89 K1F phage lysis, alamar blue, 2 h; higher % means a stronger effect; inhibition, % at 100 µM; hits with a dose series show IC50 in µM; actives 0.02% (n = 340,000);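 active = phage lysis inhibition, versus mean bacterial control, above a set limit; inconclusive = no clear call, values can overlap the other calls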;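 also: capsule biogenesis inhibitors block K1F phage lysis so surviving cells raise fluorescence; higher fluorescence means more inhibition of phage lysis; actives were called in the ten point dose series up to 300 µM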
MT stabilizer – microtubule stabilizers in HeLa cells. HeLa tubulin immunostaining HCS, 24 h; share of cells brighter than vehicle mean+2SD. % tubulin-high responders, % at 10 µM. actives 0.83% (n = 200,000);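 active = plate Z-score above 3 for both tubulin-high and condensed-nucleus cell shares, with cell loss under 80%, at 10 µM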;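 also: anti alpha tubulin signal scored within the nucleus-defined area of each cell; some results filed as inactive read as strong as hits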
Autophagy HCS – autophagy modulation, high-content screen; MEF GFP-LC3 puncta imaging; test concentration mostly 10 µM; calls only at 10 µM (by protocol); actives 0.98% (n = 190,000); AID 463193;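 active = percentage of spot-positive cells more than 3 SD above its plate mean, without a fluorescence outlier flag or 80% toxicity; inconclusive = no clear call, values can overlap the other calls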;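 also: spot-positive cell cutoff set from DMSO-treated cells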
P. falciparum M17LAP – P. falciparum M17LAP inhibitors, primary screen, biochemical, fluorogenic H-Leu-NHMec substrate, 1536-well (AID 1619); recombinant M17LAP, H-Leu-NHMec fluorogenic kinetic assay; higher % means a stronger effect; inhibition, % at 30 µM; hits with a dose series show IC50 in µM; actives 0.38% (n = 220,000);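 active = compound inhibiting the enzyme by more than half at any dose during confirmatory dose-response retesting; inconclusive = strong single-dose inhibitors picked by rank but not retested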;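 also: plate controls were full reaction with DMSO carrier for no effect and no enzyme background for full effect; strong numbers were not always called active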
b-catenin transl – modulators of beta-catenin nuclear translocation. nuclear translocation activity, % at 5 µM. actives 0.3% (n = 190,000). HeLa beta-catenin nuclear translocation, immunofluorescence imaging;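 active = nuclear translocation activity above 50% at 5 µM, with a well cell count of 50 or more; inconclusive = wells under 50 cells across six images, flagged as toxic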;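 also: per-cell ratio of nuclear to cytoplasmic median beta-catenin stain intensity; plate controls were DMSO negative control for no effect and GSK-3 inhibitor IX positive control for full effect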
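Signal – beta-catenin immunofluorescence imaging with DAPI · Test system – human HeLa cell line · Dosing – 5 µM primary single dose, 0.1% DMSO, 0.02–20 µM confirmation series · Measure – % activation, nuclear-to-cytoplasmic median beta-catenin signal ratio per cell · Incubation – 24 h compound exposure at 37°C, 5% CO2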
Dynein cargo inh – dynein cargo transport inhibition. 3617.4 mouse cells, GR-EGFP nuclear translocation imaging; test concentration mostly 20 µM; stimulated with dexamethasone, 1 µM; stronger effect = lower value. actives 0.47% (n = 220,000). z-score, hits read low;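 active = plate z-score of nuclear minus cytoplasmic receptor signal below a set negative limit, without overly bright fluorescence or cell loss, cut at about -3.5 in these data, passing the limit was not always enough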;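 also: z-score of nuclear minus cytoplasmic ring GR-EGFP intensity difference per well; some compounds called inactive have numbers as strong as hits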
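Buffer or medium: tet-free, stripped-serum medium; reagent: dexamethasone at 1.0 µM final, 30 min; incubation: 48 h induction, 1 h compound, 30 min dex at 37 °C; measured by: formaldehyde fixation, Hoechst nuclear stain, 10x automated fluorescence imaging; read-out: nuclear-to-cytoplasmic GR-EGFP distribution per well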
Ins promoter up – MIN6 insulin promoter up-regulation. MIN6 insulin promoter-GFP reporter, high-content imaging; stronger effect = higher value. z-score at 5 µM. actives 0.3% (n = 190,000). AID 1625;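 active = z-score above 3 at 5 µM with at least 500 cells counted in the well; inconclusive = wells under 500 cells, flagged as cytotoxic or low count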
Dynein cargo inh cytoplasmic EGFP – also measured in Dynein cargo inh; calls as there; z-score; measured here: cytoplasmic GR-EGFP intensity; stronger effect = higher value
Dynein cargo inh nuclear GR-EGFP – also measured in Dynein cargo inh; calls as there; z-score; measured here: nuclear GR-EGFP intensity;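 lower value marks the stronger effect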
Dynein cargo inh cell count – further read-out of Dynein cargo inh, marked with its call; z-score; measured here: cell count per field
Ins promoter up cell count – second read-out of Ins promoter up, no call of its own (marks repeat the call); cell count; measured here: cytotoxicity, nuclei count;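 total cells summed across four imaged fields per well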
b-catenin transl cell count 5 µM – further read-out of b-catenin transl, marked with its call; cell count; measured here: cell count, cytotoxicity flag
MT stabilizer Hoechst-high % – also measured in MT stabilizer; calls as there; % Hoechst-high responders; measured here: nuclear condensation Hoechst responders;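 share of cells brighter than vehicle mean plus two SD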
MT stabilizer cytotoxicity % – second read-out of MT stabilizer, no call of its own (marks repeat the call); toxicity, %; measured here: cytotoxicity by cell density;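 0% = mean cell density of plate MIN control wells and 100% = no cells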
Autophagy HCS cell loss 18 h – recorded beside Autophagy HCS, whose call it bears; toxicity, %; measured here: cell loss, nuclei count;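 cell loss after 18 h compound exposure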
Numbers without * were called inactive; i = inactive; ? = inconclusive; . = not tested or not shown; + = active, no number; [ ] = remark or other dose.

SMILES	P. falciparum M1AAP	ER stress rescue	K1F lysis inhibition	MT stabilizer	MT stabilizer Hoechst-high %	MT stabilizer cytotoxicity %	Autophagy HCS	Autophagy HCS cell loss 18 h	P. falciparum M17LAP	b-catenin transl	b-catenin transl cell count 5 µM	Dynein cargo inh	Dynein cargo inh cytoplasmic EGFP	Dynein cargo inh nuclear GR-EGFP	Dynein cargo inh cell count	Ins promoter up	Ins promoter up cell count
O=C(COC(=O)COc1ccc(Cl)cc1Br)NCc1cccs1	6%	-0.1%	-0.3%	5.0	0.9	7.2	i	-3	12%	-3.3	1127	-0.11	-0.4	-0.63	1	0.4	1416
O=C(N[C@H](C(=O)O)c1ccccc1)C1CCC(Cn2cnc3ccccc3c2=O)CC1 (stereo partly specified)	6%	.	0.2%	.	.	.	.	.	-3%	1.5	1263	-1	-0.27	-0.47	0.55	0.16	1182
CCOC(=O)N1CCN(c2cc(=O)n(C3CCCCC3)c(=O)[nH]2)CC1	4%	-1.1%	0.5%	2.7	2.1	12	i	0	-3%	0.0	867	0.018	-0.36	0.16	-0.43	0.54	1168
OC(CNCC1CCCO1)Cn1c2ccc(Br)cc2c2cc(Br)ccc21 (stereo unspecified)	3%	-5.4%	-1.9%	2.8	2.3	1.2	+	47*	-2%	?	.	-4.1	0.71	-2.1	-4.6	.	.
Cn1c(=O)c2c(ncn2CC(=O)OCC(=O)NCc2ccccc2Cl)n(C)c1=O	0%	9.2%	1.3%[50 µM]	1.8	1.6	5.2	i	2	-19%	.	.	0.28	-0.23	-0.095	-0.94	-0.03	1195
O=C1CCCC(=O)N1c1ccc(Oc2ccc(Cl)cc2)cc1	-2%	-3.9%	0.5%[50 µM]	2.4	3.7	3.6	i	8	21%	.	.	-0.092	-0.29	-0.49	-0.041	0.23	1162
C=CCNc1nnc(C)c2ccccc12	2%	2.3%	1.4%	5.3	2.9	6.2	i	5	-3%	-3.1	981	-1.2	-0.34	-0.46	0.71	0.2	1162
CCC(=O)OCC(=O)c1cc(C)n(-c2ccc(Br)cc2)c1C	4%	0.6%	0.4%	9.0	0.5	15	i	34	0%	3.7	943	-1.1	-0.34	-0.6	0.64	-0.13	1203
O=C(NCc1ccncc1)C(=O)Nc1nc2ccccc2s1	9%	3.2%	4.1%	2.4	1.1	4.5	i	-18	-3%	1.1	972	1.6	-0.11	1.1	-1.8	-1	1483
COC(=O)c1cc(Br)c(=O)n(CCc2ccc(O)cc2)c1	1%	0.9%	0.1%	2.8	1.7	5.8	i	-2	-4%	0.4	1333	-0.91	-0.23	-0.74	0.83	-0.38	1556
COC(=O)Cn1c(CCS(=O)(=O)c2ccc(Cl)cc2)nc2ccccc21	0%	0.3%	0.6%	1.4	1.7	6.4	i	2	3%	2.5	1082	0.083	-0.32	0.17	0.46	0.15	870
O=C(NCC1CCCO1)C(=O)NCC(c1ccco1)N1CCN(c2ccccc2)CC1 (stereo unspecified)	3%	-3.0%	0.5%	1.9	2.7	3.5	i	-2	-4%	3.4	1020	-0.6	-0.32	-0.54	0.68	-0.03	1131
Cc1ccc(C(=O)NCCSc2ccccc2)cc1S(=O)(=O)Nc1ccccc1	3%	-2.0%	-0.5%	1.7	1.4	2.2	i	-2	-3%	-0.5	1358	2.7	0.018	1.7	-2.3	-0.16	1651
C/C(=N\NC(N)=O)c1ccccc1	-7%	1.7%	0.2%	8.2	3.0	2.4	i	19	-4%	-1.9	894	-1.2	-0.19	-0.56	0.76	0.56	1644
Cc1nn(CCc2nn[nH]n2)c2nc(C(F)(F)F)cc(C(F)(F)F)c12	9%	2.2%	2.0%	5.3	2.7	5.9	i	4	-144%	-3.8	928	1.2	-0.0014	0.98	-0.86	0.08	1290
COc1ccc(OC)c2[nH]c(=O)c(CCNC(=O)C(C)(C)C)cc12	5%	-2.4%	-0.2%	2.4	1.6	8.7	i	13	0%	4.3	951	0.76	0.0092	0.7	-0.6	-0.74	1373
Cc1ccc(C(=O)OCC(=O)NCC2CCCO2)c(C)c1 (stereo unspecified)	8%	-1.0%	0.3%	1.9	3.0	0.1	i	15	9%	-2.8	1116	-0.35	-0.21	-0.019	-0.21	-0.24	1245
COc1ccc([N+](=O)[O-])cc1NC(=O)C(C)Sc1nc(C)c(C)c(C)n1 (stereo unspecified)	11%	-6.3%	0.4%	3.3	4.8	15	i	4	-10%	-4.1	591	2	-0.15	1.1	-1.8	-0.34	1334
O=c1c2c3c(sc2nc2sc(CN4CCCCC4)cn12)CCCC3	1%	-0.6%	.	3.0	2.8	7.7	i	-2	-6%	-0.7	1120	0.058	-0.088	0.35	0.24	-0.09	924
COc1cccc(C(=O)N2CCN(C3CCC(c4ccccc4)CC3)CC2)c1OC (stereo unspecified)	-4%	0.6%	0.1%	4.9	3.2	9.6	i	-8	9%	-0.4	961	0.3	-0.17	0.43	-0.92	-1.8	801
Clc1ccc(-c2ccnc(Oc3ccc4ccccc4c3)n2)cc1	6%	0.2%	0.2%	0.7	1.5	8.6	i	-2	-12%	-1.1	1140	-0.58	-0.23	-0.58	0.27	-0.18	1698
Cc1ccc(S(=O)(=O)N(C)C)cc1NC(=O)c1ccccc1Br	13%	-0.7%	0.2%	1.8	2.3	6.6	i	-10	5%	-1.2	1088	-0.14	-0.23	0.3	0.48	0.42	1246
O=C(/C=C/c1ccc2ccccc2n1)N1CCN(S(=O)(=O)c2ccc(F)cc2)CC1	.	.	0.0%	.	.	.	.	.	.	3.7	1340	-1.1	-0.59	-0.79	0.14	0.12	838
COc1cccc(CNc2ccc([N+](=O)[O-])cc2C)c1	8%	2.0%	0.0%	1.4	1.7	3.4	i	8	7%	0.2	1506	-0.4	-0.33	-0.68	0.45	-0.25	1465
COc1ccccc1C(=O)OCc1ccc2sc(C)nc2c1	13%	1.7%	0.2%	3.2	2.1	7.8	i	-37	-1%	2.7	954	0.3	-0.22	0.25	-0.21	0.1	1561
CC(=O)c1ccc2c(c1)OCCOCCOCCO2	3%	.	-1.1%	.	.	.	.	.	-17%	1.7	1344	0.0088	-0.21	-0.015	0.18	-0.21	1143
O=C(CSc1n[nH]c(-c2cccs2)n1)N1CCN(S(=O)(=O)c2ccc3ccccc3c2)CC1	-7%	-0.4%	-0.7%	1.9	1.5	8.0	i	-4	-2%	.	.	0.73	-0.3	0.6	-0.13	0.02	945
NS(=O)(=O)c1cc2c(cc1Cl)NC(C1C[C@H]3C=C[C@@H]1C3)NS2(=O)=O (stereo partly specified)	5%	-1.2%	2.1%	1.6	3.1	1.4	i	37	13%	-4.4	588	0.49	-0.23	0.45	0.55	.	.
O=C(Cn1nnc(-c2ccccc2)n1)N/N=C/c1cccc([N+](=O)[O-])c1O	8%	-1.0%	.	2.3	1.6	2.4	i	5	26%	-5.1	1166	-1.6	-0.22	-0.85	0.45	0.01	1491
O=C(OCC(=O)c1ccc(Cl)cc1Cl)c1ccc2c(c1)C(=O)N(c1cccc3ncccc13)C2=O	17%	-0.2%	0.1%	3.2	1.9	10	i	7	15%	1.6	1370	-0.67	-0.22	0.21	1.2	0.18	1608
CC(C)=C(NC(=O)c1ccccc1)C(=O)N/N=C(\C)c1ccccc1O	-8%	-1.7%	2.5%	3.1	2.4	3.0	i	9	8%	-1.2	932	0.91	-0.14	0.47	-0.7	.	.
CC1=C/C(=C\C=C(C#N)C#N)N(C)c2ccccc21	6%	.	0.6%	.	.	.	.	.	4%	-0.3	1374	0.51	1.4	1.1	0.084	.	.
Cc1ccc(C2C(C(=O)O)c3ccccc3C(=O)N2C)c(C)c1 (stereo unspecified)	-3%	-2.2%	0.2%	2.6	1.4	8.5	i	4	7%	0.5	607	-0.78	-0.2	0.17	0.81	0.15	1187
OC(COc1ccc2cc(Br)ccc2c1)CN1CCOCC1 (stereo unspecified)	4%	-1.3%	4.5%	3.0	2.1	9.0	i	1	-11%	1.3	1111	-0.021	-0.24	-0.032	0.62	.	.
N#Cc1c(N)n[nH]c1-c1cc2c([nH]1)CCCC2	2%	0.4%	0.4%	2.2	1.4	1.7	i	-7	12%	-1.9	1193	-0.96	-0.21	-0.87	-0.46	0.49	880
COc1cc(NC(=O)Cc2c(C(=O)O)[nH]c3ccccc23)cc(OC)c1OC	21%	-0.3%	2.9%	2.3	1.4	6.6	i	-6	17%	-0.4	1327	0.28	-0.17	0.71	0.73	0.38	1656
COc1cc(C2C(C(=O)c3ccc(C)o3)=C(O)C(=O)N2c2cc(C)on2)cc(Br)c1O (stereo unspecified)	19%	-2.2%	2.1%	2.0	2.3	11	i	-4	30%	.	.	-0.37	0.062	0.12	0.38	-0.82	1420

Assay outcomes from PubChem BioAssay.
